GPR55 LPI antagonism: GPR55 antagonists blocking LPI-driven arrestin recruitment, primary screen, imaging, U2OS, beta-arrestin-GFP, LPI agonist (AID 2013). U2OS GPR55 beta-arrestin-GFP translocation imaging, LPI antagonism; higher % means a stronger effect. inhibition, % at 10 µM, or IC50 in µM where a hit was titrated. 290,000 compounds, 0.13% hits;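 active = spots per cell inhibited over 60%, with over 100 cells counted and total cytoplasm intensity under 500,000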;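 note: U2OS cells stably carrying GPR55 and arrestin-GFP stimulated by 5 µM LPI near EC80; imaged beta-arrestin-GFP aggregate spots per cell after agonist stimulation; plate controls were LPI-stimulated DMSO wells for no effect and DMSO wells without LPI for full effect; some results filed as inactive read as strong as hits; confirmed hits need IC50 under 10 µM and bright autofluorescent wells are also inconclusive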
NTR1 agonist: NTR1-driven beta-arrestin-GFP spot formation – imaging, U2OS cells, high content, primary screen (AID 493036); P30989; activation, % at 20 µM; 330,000 compounds, 0.17% hits; agonist mode;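 active = activation at or above 40% of the spot to cytoplasm intensity ratio, with at least 20 cells analyzed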;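 note: 0% = DMSO without peptide and 100% = 100 nM NTR1 peptide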
Target sequence (P30989 whole entry, looked up): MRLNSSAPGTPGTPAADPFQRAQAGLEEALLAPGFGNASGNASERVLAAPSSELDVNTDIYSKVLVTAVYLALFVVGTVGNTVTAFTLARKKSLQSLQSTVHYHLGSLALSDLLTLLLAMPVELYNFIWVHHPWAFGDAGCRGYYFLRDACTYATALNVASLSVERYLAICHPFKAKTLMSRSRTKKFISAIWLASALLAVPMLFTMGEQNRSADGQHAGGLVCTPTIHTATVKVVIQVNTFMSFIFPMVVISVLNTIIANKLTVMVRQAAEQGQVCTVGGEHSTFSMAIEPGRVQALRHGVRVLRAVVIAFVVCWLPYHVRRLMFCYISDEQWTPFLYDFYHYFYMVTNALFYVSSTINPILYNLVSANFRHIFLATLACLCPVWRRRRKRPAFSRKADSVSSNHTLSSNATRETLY
GPR35 arrestin U2OS: GPR35 antagonists blocking zaprinast-driven arrestin recruitment, primary screen, imaging, U2OS, beta-arrestin-GFP, zaprinast agonist (AID 2058) | U2OS GPR35 beta-arrestin-GFP translocation imaging, zaprinast antagonism; higher % means a stronger effect | 290,000 compounds, 0.052% hits | inhibition, % at 10 µM, or IC50 in µM where a hit was titrated;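 active = inhibition of at least 50% with at least 30 cells and total cytoplasm GFP at most 10,000,000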
Yfh1-off respiration: mitochondrial function rescue without frataxin homolog – Friedreich's ataxia, plus single-dose screen, dose response (AID 1465); one-dose fold induction at 50 µM; EC50 in µM for titrated hits; 220,000 compounds, 0.074% hits; S. cerevisiae Yfh1-off respiration, WST-1 reduction, 72 h; higher fold induction means a stronger effect;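 active = fold induction of absorbance versus untreated yeast above a set limit, then at least 30% activation at any dose in follow-up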;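 note: activators that raise dye reduction in frataxin-depleted yeast; strong numbers were not always called active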
MgcRacGAP inhibition: MgcRacGAP GTPase-activating activity inhibitors, confirmation, biochemical, ADP Hunter fluorescence | MgcRacGAP-stimulated Rac1 GTP hydrolysis, ADP Hunter fluorescence; higher % means a stronger effect; GST-tagged Rac1 F28L mutant substrate | inhibition, % at 30 µM, or IC50 in µM where a hit was titrated | 340,000 compounds, 0.6% hits | AID 624330;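 active = first-screen hits whose inhibition reached a set limit at any dose in the follow-up dose series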;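 note: fluorescence reports GDP produced by GAP-driven GTP hydrolysis; strong numbers were not always called active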
NS5 inhibitors: Dengue-2 NS5 methyltransferase inhibitors, primary screen, biochemical, confirmation dose response (AID 588689). Dengue-2 NS5 methyltransferase capping enzyme assay, biochemical; higher % means a stronger effect. inhibition, % at 25 µM, or IC50 in µM where a hit was titrated. 340,000 compounds, 0.3% hits; in the data active = a potency from the dose series
GPR55 beta-arrestin: GPR55 agonists via beta-arrestin recruitment, primary screen, imaging, U2OS cells, beta-arrestin-GFP redistribution (AID 1961) | U2OS GPR55 beta-arrestin-GFP redistribution imaging; higher % means a stronger effect | activation, % at 10 µM, or EC50 in µM where a hit was titrated | 290,000 compounds, 0.048% hits;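 active = activation above 40% with more than 50 cells counted in the well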;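 note: U2OS osteosarcoma cells stably expressing GPR55 and beta-arrestin-GFP; plate controls were DMSO negative control for no effect and LPI positive control for full effect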
AID2073: disruptors of CaV2.2 binding to Mint1 – biochemical, HTRF (AID 2073) | HTRF protein-protein interaction, Mint1-CaV2.2; higher % means a stronger effect | inhibition, % at 20 µM; hits with a dose series show IC50 in µM | 290,000 compounds, 0.19% hits; in the data active = inhibition mostly above about 51%, no sharp cut-off; note: some results filed as inactive read as strong as hits
Large T inhibition: SV40 large T antigen inhibitors, biochemical (AID 1903). 310,000 compounds, 0.39% hits. one-dose inhibition, % at 20 µM; IC50 in µM for titrated hits. SV40 large T antigen ATPase/helicase inhibition assay; higher % means a stronger effect; in the data active = a potency from the dose series; note: strong numbers were not always called active
NTR1 agonist cell count 20 µM: also measured in NTR1 agonist; calls as there; cell count; measured here: cell count, cytotoxicity flag
NS5 inhibitors pilot replicate: further read-out of NS5 inhibitors, marked with its call; inhibition, %; measured here: pilot screen replicate inhibition
Starred values were filed as active, the others as inactive; i = inactive; / = not tested or not shown.

SMILES	GPR55 LPI antagonism	NTR1 agonist	NTR1 agonist cell count 20 µM	GPR35 arrestin U2OS	Yfh1-off respiration	MgcRacGAP inhibition	NS5 inhibitors	GPR55 beta-arrestin	AID2073	Large T inhibition	others
COC(=O)C1CCN(C(=O)COC(=O)c2ccc(OC)c(S(=O)(=O)N3CCCc4ccccc43)c2)CC1	-13%	1.0	28	-12%	i	6%	-6%	-0.6%	-9%	0%
O=C(O)CC1S/C(=N\N=C/c2ccccc2O)N(c2ccc(O)cc2)C1=O (stereo unspecified)	-13%	0.4	62	-11%	i	0%	-3%	-0.1%	10%	3%
Cc1ccc(C)c(OCC(=O)OCC(=O)Nc2c(C)nn(-c3ccccc3)c2C)c1	/	-0.3	49	/	/	-2%	-3%	/	/	13%
COc1ccc(C(=O)NCC(=O)N=Nc2c(O)n(C)c3ccccc23)cc1OC	-4%	1.8	56	8%	i	2%	-1%	-0.2%	22%	/
CCOc1ccc(-n2c(SCC(=O)Nc3nccs3)nnc2-c2ccoc2C)cc1	2%	1.0	57	0%	i	-1%	-8%	-1.9%	18%	7%
O=C(c1cc2ccccc2o1)N1CCN(Cc2ccccc2)CC1	16%	0.5	58	4%	/	3%	-2%	-0.1%	2%	11%
COc1cccc(/C=N/NC(=O)C(c2ccncc2)N2CCOCC2)c1 (stereo unspecified)	0%	0.2	41	0%	i	/	/	-0.3%	7%	4%
OCCC1CN(Cc2ccc(Oc3ncccn3)cc2)CCN1Cc1ccc(F)c(F)c1 (stereo unspecified)	2%	-0.4	63	-6%	i	9%	-2%	0.4%	-6%	16%
COc1ccccc1CNC(=O)CCN1C(=O)COc2ccccc21	11%	-0.6	42	2%	i	5%	-2%	-0.1%	-2%	7%
CC1(C)Cc2ccccc2C(=NCC(=O)O)N1	-3%	0.1	57	-6%	i	3%	-7%	-0.1%	10%	3%
COc1ccc(CNC(=O)N2CCN(S(=O)(=O)c3ccccc3F)CC2)cc1	-4%	2.1	46	-12%	/	6%	5%	-0.1%	2%	2%
Cc1cc(-c2nc3ncccc3o2)ccc1NC(=O)CC(C)C	-5%	3.1	45	-3%	i	9%	1%	0.2%	13%	0%
CC1CCN(S(=O)(=O)c2ccc(NC(=O)CN3CCN(c4ccccc4)CC3)cc2)CC1	3%	8.5	41	-9%	i	9%	-1%	-0.2%	3%	3%
O=C(Nc1ccc(-c2nc3cccnc3s2)cc1)c1ccc(Cl)nc1	4%	3.2	52	-11%	i	10%	-7%	-0.1%	37%	17%
O=C(Cn1nnc2ccccc21)C1CC1	32%	0.8	44	0%	i	13%	-3%	-0.1%	-4%	-3%
CCOC(=O)N1CCN(C(=O)C2CC(c3cc(OC)ccc3OC)=NO2)CC1 (stereo unspecified)	-8%	1.6	86	-1%	i	5%	-3%	0.0%	13%	14%
O=C(CSc1nncn1-c1cccnc1)Nc1cccc([N+](=O)[O-])c1	-2%	-1.6	44	13%	/	5%	-4%	-0.1%	0%	21%
Cc1cc2c3c([nH]c2cc1S(=O)(=O)N1CCC2(CC1)OCCO2)CC(C)(C)CC3=O	-1%	1.1	74	-8%	/	6%	12%	0.1%	6%	8%
CCCNC(=O)c1ccccc1NC(=O)Cc1ccc(OC)c(S(=O)(=O)N2CCOCC2)c1	/	1.9	57	/	/	4%	-7%	/	/	2%
O=C(O)c1cccc(NC(=S)NC(=O)c2cncc(Br)c2)c1	/	-1.6	50	/	/	14%	5%	/	/	6%
Cc1cc(C)nc(SCC(=O)Nc2ccccc2[N+](=O)[O-])n1	-8%	0.9	72	4%	i	0%	5%	0.3%	-1%	-8%
Cc1ccc(NC(=O)CO/N=C/c2ccc(N(C)C)cc2)cc1	15%	-1.5	82	8%	i	-12%	-80%	4.5%	1%	-9%
COc1ccccc1CNC(=O)CSc1ccc(Br)cc1	-2%	-0.9	45	6%	i	5%	-5%	0.4%	3%	5%
CCc1ccc(-c2cc(C)no2)cc1S(=O)(=O)Nc1ccc(Cl)cn1	5%	-0.3	62	22%	/	11%	1%	0.3%	1%	0%

Sorted by SMILES length (largest number first): some entries from above
SMILES	GPR55 LPI antagonism	NTR1 agonist	NTR1 agonist cell count 20 µM	GPR35 arrestin U2OS	Yfh1-off respiration	MgcRacGAP inhibition	NS5 inhibitors	GPR55 beta-arrestin	AID2073	Large T inhibition	others
CC1CCN(S(=O)(=O)c2ccc(NC(=O)CN3CCN(c4ccccc4)CC3)cc2)CC1	3%	8.5	41	-9%	i	9%	-1%	-0.2%	3%	3%
CCc1ccc(-c2cc(C)no2)cc1S(=O)(=O)Nc1ccc(Cl)cn1	5%	-0.3	62	22%	/	11%	1%	0.3%	1%	0%
O=C(Cn1nnc2ccccc21)C1CC1	32%	0.8	44	0%	i	13%	-3%	-0.1%	-4%	-3%

Next section
SMILES	GPR55 LPI antagonism	NTR1 agonist	NTR1 agonist cell count 20 µM	GPR35 arrestin U2OS	Yfh1-off respiration	MgcRacGAP inhibition	NS5 inhibitors	GPR55 beta-arrestin	AID2073	Large T inhibition	others
Cn1c(-c2ccc(F)cc2)cnc1NCc1ccc(F)cc1	5%	0.1	68	13%	i	17%	-2%	-0.1%	-8%	6%
COc1ccc(C(=O)NC(=S)NNC(=O)Cc2cccs2)cc1	19%	2.4	82	15%	i	2%	-1%	-0.2%	-8%	32%	NS5 inhibitors pilot replicate=0.9
O=C(N/N=C/c1ccco1)c1ccccc1OCc1ccc(Br)cc1	6%	6.0	85	5%	i	6%	-3%	-0.3%	47%	6%
COC(=O)c1cc(S(=O)(=O)N2CCN(C3CCCCC3)CC2)c[nH]1	-3%	-0.7	68	4%	/	3%	-1%	-0.1%	7%	/
O=C(c1ccco1)n1nc(-c2ccc(Cl)cc2)nc1NCc1ccco1	-4%	9.1	84	-7%	i	9%	-6%	-0.4%	12%	0%
COC(=O)C(NC(=O)c1ccccc1Cl)(Nc1ncc(S(=O)(=O)c2ccc([N+](=O)[O-])cc2)s1)C(F)(F)F (stereo unspecified)	10%	3.5	89	-3%	i	4%	-3%	0.0%	1%	2%
CCOC(=O)C1CCCN(C(=O)COC(=O)C2=COCCO2)C1 (stereo unspecified)	13%	-0.4	35	-2%	i	11%	-5%	-0.2%	-10%	11%
O=C(NC(=S)Nc1ccc2oc(-c3ccncc3)nc2c1)c1ccccc1F	-15%	2.6	34	19%	i	0%	14%	-0.1%	7%	0%
CCOC(=O)C1CCN(C(=O)c2ccccc2NC(=O)c2ccc(Cl)cc2)CC1	12%	-0.2	50	-8%	i	1%	-5%	-0.2%	-2%	-6%
CN(CC(=O)Nc1ccc(Cl)c(Cl)c1)C(=O)C12CC3CC(CC(C3)C1)C2	8%	3.7	60	-8%	i	3%	/	-0.3%	16%	-2%
Cc1[nH]c2ccc(C(=O)N3CCN(c4ccccc4Cl)CC3)cc2c1C	-1%	8.6	52	-14%	/	9%	2%	-0.1%	5%	2%
Clc1cccc(-c2cc3nc4c(c(N5CCNCC5)n3n2)CCCC4)c1	90%*	/	/	18%	i	/	/	0.8%	6%	7%
Cc1ccc(C(=O)NCC(=O)O)o1	-8%	-0.5	52	3%	i	10%	-15%	-0.5%	0%	9%
Cc1cccc(C)c1N/C=C/c1onc(C)c1[N+](=O)[O-]	11%	1.2	35	8%	i	0%	-8%	0.5%	-2%	11%
CC1CCN(c2oc(-c3ccccc3Cl)nc2C#N)CC1	-8%	3.1	51	0%	i	-7%	/	-0.2%	4%	4%
CCc1nc(NCCN2CCOCC2)c(C#N)c2c1CCCC2	9%	6.5	58	-10%	i	4%	-2%	0.5%	10%	8%
S=C(NNc1nc(Nc2ccccc2)nc(N2CCCCC2)n1)NC1CCCCC1	17%	7.1	50	-5%	i	13%	-8%	0.1%	9%	17%
CN(C)S(=O)(=O)n1cc(/C=C(\NC(=O)c2ccccc2F)C(=O)N2CCCC2)c2ccccc21	9%	1.0	48	0%	/	-13%	-1%	-0.2%	15%	5%
CCN(CC)S(=O)(=O)c1ccc(S(=O)(=O)N2CCCC(C(=O)NC3CC3)C2)cc1 (stereo unspecified)	-1%	6.1	47	5%	/	4%	-3%	0.0%	44%	29%
COc1ccc(CCNC(=O)CCOc2ccc(C(C)(C)C)cc2)cc1OC	10%	1.8	67	13%	/	3%	-4%	-0.1%	-7%	20%
CCN(CCCNC(=O)COc1cc(=O)n(CC)c2ccccc12)c1ccccc1	-3%	3.0	56	-3%	/	9%	5%	0.2%	6%	5%	NS5 inhibitors pilot replicate=-4.4
CCOc1ccccc1N(CC(=O)Nc1ccc2c(c1)OCO2)S(C)(=O)=O	-2%	0.3	85	11%	i	7%	-7%	0.2%	-7%	13%
CCN(CC)P(=O)(Nc1ccc([N+](=O)[O-])cc1)c1c(C)nn(CCC#N)c1NC(=O)c1ccc(Cl)cc1Cl (stereo unspecified)	-17%	0.8	48	12%	i	0%	0%	0.7%	-6%	8%
CCOC(=O)C1(Cc2cccc(OC)c2)CCN(CC(O)CO)CC1 (stereo unspecified)	11%	0.8	58	2%	i	0%	-4%	-0.1%	7%	24%
Cc1oc(CC(C)C)cc1C(=O)NCCCC(=O)O	14%	-0.9	24	10%	i	0%	-2%	0.2%	-5%	2%
OCCC1CN(C2CCN(c3ccccc3F)CC2)CCN1Cc1ccccc1 (stereo unspecified)	-3%	1.0	58	4%	i	13%	-3%	-0.2%	-3%	11%
Cc1cc(C)c(C(=O)COC(=O)CNC(=O)c2ccccc2C)c(C)c1	/	3.4	63	/	/	6%	-12%	/	/	9%
C/C(=N/NC(=O)CNS(=O)(=O)c1ccccc1)c1ccc(Br)cc1	4%	-1.2	50	6%	/	14%	-9%	0.7%	10%	6%
CCC(=O)Nc1nc(NCc2ccccc2OC)n(-c2ccccc2)n1	1%	0.2	54	3%	/	4%	-1%	-0.1%	17%	5%
COCc1nc2sc(C)c(C)c2c(=O)[nH]1	-3%	-0.3	53	-7%	i	5%	-3%	-0.4%	-7%	2%
Cc1noc(C)c1S(=O)(=O)N(CC(=O)Nc1ccc2c(c1)OCCO2)c1ccc(C(C)C)cc1	8%	3.1	76	4%	i	5%	-9%	-0.1%	-5%	17%
Cc1cccc(/N=C/c2c(O)c3ccccc3oc2=O)n1	4%	-1.7	34	4%	i	8%	8%	0.0%	7%	16%
Cc1nc2ccc(S(=O)(=O)NCC(=O)N3CCc4ccccc43)cc2s1	5%	-0.8	41	5%	i	15%	-6%	-0.1%	-2%	2%
CC(C)NC(=O)C1CCN(C2CCN(Cc3nc(C(C)C)cs3)CC2)CC1	-3%	-0.4	36	-4%	i	4%	-2%	-0.2%	-9%	3%
O=C(NCc1cccc(F)c1)c1ccc2nc(N3CCOCC3)sc2c1	7%	-1.9	66	9%	/	15%	-1%	-0.1%	6%	/
COC(=O)c1cc2n(n1)CCN(Cc1ccccc1F)C2=O	5%	-0.3	56	15%	i	-1%	-1%	0.9%	25%	-5%
O=C1[C@H]2[C@@H](C(=O)N1c1cccc3ccccc13)C1(C(=O)c3ccccc3C1=O)N1CCC[C@@H]21	-12%	1.3	71	16%	i	1%	-11%	0.2%	0%	16%
